Source: PubChem (several laboratories)
EBNA-1 inhibitor: blocks EBNA-1 binding to DNA | AID 1950 | EBNA-1 DNA binding, fluorescence polarization | inhibition, % at 14.8 µM | 300,000 tested, 0.34% active; in the data active means inhibition above about 28%
ZTA DNA inh: ZTA (EBV) inhibition in EBNA-1 counter-screen; P03206; ZTA-DNA binding, fluorescence polarization; inhibition, % at 11 µM; 320,000 tested, 0.15% active; AID 2234; in the data active means inhibition above about 33%
Target sequence (P03206 whole entry, looked up): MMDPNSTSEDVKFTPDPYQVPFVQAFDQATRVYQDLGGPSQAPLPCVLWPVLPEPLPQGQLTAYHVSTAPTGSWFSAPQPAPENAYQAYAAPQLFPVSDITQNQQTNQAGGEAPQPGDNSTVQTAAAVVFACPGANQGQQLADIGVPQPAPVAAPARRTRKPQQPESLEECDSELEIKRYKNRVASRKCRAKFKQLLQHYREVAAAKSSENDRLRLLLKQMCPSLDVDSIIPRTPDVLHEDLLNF
PP1 counter: blocks human PP1-alpha phosphatase, a PP5 counter-screen; inhibition, % at 6.7 µM; 320,000 tested, 0.9% active; P62136; purified PP1alpha, OMFP fluorescence; AID 2235;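 active means inhibition above the mean inhibition of all tested compounds plus 3 SD, computed separately for each screening campaign, cut at about 15% in these data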
TPT1 inh: blocks Candida albicans tRNA 2'-phosphotransferase; recombinant caTPT1, FP RNA substrate dephosphorylation; inhibition, % at 5 µM; 300,000 tested, 0.81% active; AID 1962;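 active means inhibition above the mean of all tested compounds plus 3 SD, set per screening campaign, cut at about 24% in these data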;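 further: plate controls were DMSO alone for no effect and ferristatin control at 100 nM for full effect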
core dimer inh: blocks dimerization of HCV core protein. inhibition, % at 5 µM. 300,000 tested, 0.33% active. AID 1899. TR-FRET GST/Flag-core106 dimerization, 1536-well;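 active means inhibition above the mean of all tested compounds plus 3 SD, set per screening campaign, cut at about 45% in these data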
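Assay system: GST-tagged and Flag-tagged HCV core protein residues 1-106 / Times: compound-protein-antibody incubation 4 h at 22.5 °C / Signal: time-resolved FRET, ex 340 nm, em 617 and 671 nm / Evaluation: % inhibition based on acceptor/donor emission ratio / Benchmarks: wells lacking GST-core106 and wells with excess unlabelled core106 / Repeats: singlicate, one well per compound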
Fh CTSL1 inh: cathepsin L1 inhibition, PFM18AAP counter-screen; recombinant F. hepatica cathepsin L1, Z-Leu-Arg-MCA fluorescence; inhibition, % at 5.96 µM; 300,000 tested, 0.49% active;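 active means inhibition above the mean of all tested compounds plus 3 SD, set per screening campaign, cut at about 17% in these data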;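 further: 0% = plate median of test compound wells and 100% = 1 µM Z-Phe-Ala-diazomethylketone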
Efflux pump mplx: antifungal efflux pump inhibition, Nile Red retention; S. cerevisiae Candida pump triplex; inhibition, % at 10 µM; 330,000 tested, 0.44% active;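 active means plate passing quality check with inhibition over a set limit, or well fluorescence over plate mean plus 4 SD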;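 further: Nile Red retained in pooled yeast measured as flow cytometry median fluorescence; 0% = buffer negative control and 100% = Enniatin B positive control; higher means more Nile Red kept so more efflux inhibition; some compounds called inactive have numbers as strong as hits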
PREPL inh: human PREPL enzyme inhibition; Q4J6C6; recombinant PREPL, fluorescence polarization activity-based probe; inhibition, % at 5.96 µM; 320,000 tested, 0.68% active; AID 2751; in the data active means inhibition above about 43%;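 further: 0% = enzyme with DMSO and 100% = wells lacking enzyme; many of its hits are not listed in these tables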
Target sequence (Q4J6C6 whole entry, looked up): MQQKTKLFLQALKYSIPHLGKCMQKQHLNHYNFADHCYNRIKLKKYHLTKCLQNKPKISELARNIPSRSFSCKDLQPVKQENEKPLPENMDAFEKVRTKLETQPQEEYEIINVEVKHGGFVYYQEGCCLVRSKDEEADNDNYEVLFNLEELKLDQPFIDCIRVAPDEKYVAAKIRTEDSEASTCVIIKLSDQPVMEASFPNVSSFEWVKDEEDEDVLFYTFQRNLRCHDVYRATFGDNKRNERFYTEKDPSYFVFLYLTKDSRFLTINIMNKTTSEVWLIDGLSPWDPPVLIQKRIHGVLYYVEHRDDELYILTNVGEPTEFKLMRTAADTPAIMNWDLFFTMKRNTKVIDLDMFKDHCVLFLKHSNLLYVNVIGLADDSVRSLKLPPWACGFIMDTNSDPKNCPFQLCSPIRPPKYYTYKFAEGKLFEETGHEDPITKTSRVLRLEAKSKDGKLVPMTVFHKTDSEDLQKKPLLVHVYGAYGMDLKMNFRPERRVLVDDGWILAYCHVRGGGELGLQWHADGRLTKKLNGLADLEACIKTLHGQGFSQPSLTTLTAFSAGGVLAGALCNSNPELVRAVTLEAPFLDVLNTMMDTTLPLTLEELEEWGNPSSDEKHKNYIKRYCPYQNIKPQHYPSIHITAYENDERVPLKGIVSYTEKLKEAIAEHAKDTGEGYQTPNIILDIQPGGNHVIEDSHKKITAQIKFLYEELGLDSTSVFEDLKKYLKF
PP5 inh: blocks human protein phosphatase 5 activity; purified PP5c, OMFP substrate fluorescence; inhibition, % at 6.7 µM; 320,000 tested, 0.18% active; AID 1987;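 active means inhibition above the campaign's mean inhibition across all tested compounds plus 3 SD, cut at about 9.5% in these data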;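 further: 0% = DMSO only and 100% = 100 µM cantharidin control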
The depositor's hits bear a star; / = no result given. An excerpt; count on the stated rates, not on these rows.

Values run as follows: core dimer inh	ZTA DNA inh	EBNA-1 inhibitor	PP1 counter	TPT1 inh	Fh CTSL1 inh	Efflux pump mplx	PREPL inh	PP5 inh
- O=C(NCC(=O)N(CC1CCCO1)C(C(=O)NC1CCCCC1)c1ccccc1)c1ccco1 (centres undefined)
  -4	-4	-3	-9	2	0	-0.1	4	1.8
- NS(=O)(=O)c1ccc(CNC(=O)/C=C/c2ccco2)cc1
  8	6	8	2	1	2	-0.1	-4	1.6
- Cc1cc(Nc2ccc3c(c2)OCCO3)c2cc(Cl)ccc2n1
  -6	4	-13	-1	1	5	0.2	14	-1.5
- COc1ccccc1C(=O)Nc1ccc2c(c1)nc(CCNC(=O)c1ccco1)n2C
  -7	7	-7	-1	-3	-3	0.2	-2	0.5
- COC(=O)CSc1nnc(-c2ccc(NS(=O)(=O)c3ccccc3)cc2)o1
  -9	11	1	-4	1	-2	0.1	3	3.2
- COc1ccccc1-n1ccnc1SCC(=O)NCc1ccco1
  5	2	0	0	0	0	0.0	-7	0.0
- C=CCC1C=CCC(CC=C)N1C(=O)c1ccccc1[N+](=O)[O-] (centres undefined)
  -9	-4	1	2	-1	-3	-0.1	5	1.4
- CC(C)n1c(N)c(C#N)c2ccc([N+](=O)[O-])cc2c1=O
  -2	-14	-14	-2	12	1	0.0	-7	1.9
- O=C(CNC(=O)C1CCCCC1)Nc1ccccc1
  -4	-8	-3	4	3	1	0.2	-1	0.9
- CC1CC(C)CN(C(=O)c2cc3ccccc3o2)C1 (centres undefined)
  3	-14	11	-4	0	3	-0.1	3	6.0
- O=C(c1ccco1)C(O)c1ccco1 (centres undefined)
  2	4	-2	-2	0	-2	-0.2	-7	2.2
- CCCN(CCC)Cc1c(C(=O)N/N=C/c2c[nH]c3ccccc23)nnn1-c1nonc1N
  12	10	-2	4	-1	0	0.3	32	4.8
- COc1ccc(CNC(=O)CN(Cc2ccc(Cl)cc2)S(=O)(=O)c2ccccc2)cc1
  1	-2	6	1	-7	4	0.0	-8	3.1
- COC(=O)C1(Cc2cc(-c3ccc([N+](=O)[O-])cc3)no2)CCN(C(=O)OC(C)(C)C)CC1
  10	0	0	0	-1	-1	0.1	7	-0.6
- COc1ccc(S(=O)(=O)NCC(=O)Nc2cccc(C)c2C)cc1OC
  0	6	1	-6	-1	-3	0.1	1	-1.5
- Cc1cc(C(F)(F)F)nn1Cc1n[nH]c(=S)n1-c1cccc(Cl)c1
  -5	-23	-2	-3	-1	-4	-0.1	19	1.9
- Cc1nn(-c2ccccc2)c2c1C(c1ccc(O)c(O)c1)N1C(=N2)C(Nc2ccccc2)=Nc2ccccc21 (centres undefined)
  39	9	11	-1	18	38*	0.0	9	0.0
- Cc1c(C(=O)NCCSCc2c(Cl)cccc2Cl)cccc1[N+](=O)[O-]
  1	7	9	2	-6	1	-0.1	9	0.2
- O=C(NCCCN1CCCC1=O)c1ccc2c(c1)ncn2C1CCCCC1
  11	7	6	0	-2	-3	-0.3	-1	-1.4
- O=C(COC(=O)Cc1ccccc1F)NCCNC(=O)COC(=O)Cc1ccccc1F
  2	-18	-5	4	1	-8	0.2	11	2.3
- Cc1cc(Cl)nc(Cl)c1C(=O)NCc1ccc(Cl)cc1
  -3	-10	-3	-1	-3	2	-0.2	12	-0.8
- Cc1ccc(NC(=O)C2CCCN(S(=O)(=O)c3c(C)noc3C)C2)cc1F (centres undefined)
  -8	8	-1	0	-1	-2	0.5	-6	5.0
- CCCOc1ccc(NC(=O)C2CC(=O)N(C)C(=Nc3cccc(OC)c3)S2)cc1 (centres undefined)
  10	-10	-2	-1	-5	1	0.1	0	6.4
- O=C(c1cc(-c2cccc(O)c2)on1)N1CCCC1
  -2	-6	-1	0	1	-5	0.1	-7	1.1
- Cc1ccc(C)c(OCc2cc(C(=O)N3CC[C@@H]4CCCC[C@H]4C3)no2)c1
  2	5	4	0	0	-1	3.2	16	1.0
- CCCOc1ccc(NC(=O)C(=O)NCCCn2ccnc2)cc1
  9	-4	-1	-4	1	3	-0.1	6	-0.7
- COCCN(CCOC)C(=S)Nc1ccccc1Cl
  -4	11	5	-2	0	5	0.1	5	1.9
- CC(C)CN(C(=O)COC(=O)CCCc1nc2ccccc2s1)c1c(N)n(Cc2ccccc2)c(=O)[nH]c1=O
  2	-10	-8	2	-2	-10	0.1	-36	-0.1
- CCCN(CCC)CCN1C(=O)C2C(C(=O)Nc3cccc(SC)c3)C3C=CC2(O3)C1C(=O)NC1CCCCC1 (centres undefined)
  4	-6	4	4	-2	8	-0.3	15	0.8
- CCOC(=O)CN1CCc2c(C)nc3c(-c4ccc(OC)c(OC)c4)cnn3c21
  -22	4	-10	3	-1	0	0.0	10	12*
- CC1CN(S(=O)(=O)c2cccc(C(=O)OCCOc3ccccc3)c2)CC(C)O1 (centres undefined)
  /	-2	/	-2	/	/	-0.3	13	3.5
- NC(Cc1c[nH]c2ccc(OCc3ccccc3)cc12)C(=O)O (centres undefined)
  0	-2	-2	1	0	-2	-0.2	25	-0.1
- O=C(NCc1ccc(Cl)cc1)c1cc([N+](=O)[O-])ccc1Cl
  1	11	13	-4	-2	1	-0.1	-8	1.5
- COc1ccc(C2C(C(=O)N3CCOCC3)CCC(=O)N2c2ccc(OC)cc2)cc1 (centres undefined)
  -1	-3	-11	-3	0	7	0.0	-8	-1.5
- Cc1ccc(CN(C(=O)c2csnn2)C(C(=O)NC2CCCC2)c2ccco2)cc1 (centres undefined)
  -16	-9	-6	-1	-5	-3	0.3	5	-1.0
- CCCCCN(C(=O)CCC(=O)OCc1ccc(Cl)cc1Cl)c1c(N)n(CCCC)c(=O)[nH]c1=O
  6	6	14	-1	-3	5	0.1	7	-0.6
- Nc1c(C(=O)Nc2ccc(Cl)cc2)oc2ccccc12
  -8	-4	-1	0	3	1	0.3	19	5.2
- CCO[C@@H]1OC(C(=O)N2CCCCCCC2)=C[C@H](c2ccc(C(F)(F)F)cc2)[C@H]1CCCO
  16	17	-3	3	0	5	0.1	16	1.7
- COc1ccc(S(=O)(=O)Nc2c(F)cccc2F)cc1
  -1	-13	-3	1	-1	6	0.0	-5	3.3
- Cc1cccc(-n2c(=O)[nH]c3c(C(N)=O)nc(CC(C)C)nc32)c1
  0	-10	-7	2	3	4	0.3	8	-0.8
- COCCC(=O)N1CCC(Oc2ccc(C(=O)NCc3nccn3C)cc2)CC1
  -6	-2	2	0	-2	0	-0.1	-5	1.6
- COC(=O)c1sc(NC(=O)COc2ccc(OC)cc2)nc1C
  5	13	30*	4	3	1	-0.2	4	-0.3
- O=C(CSc1nnc2scc(-c3ccccc3)n12)c1ccc2c(c1)OCCO2
  2	-22	-4	6	-3	-2	-0.1	-7	1.6
- CC(C)CC(=O)c1c[nH]c(C(=O)NCc2ccccc2)c1
  10	9	4	1	0	2	-0.3	3	0.2
- N#Cc1cc([N+](=O)[O-])ccc1NCC1CCCO1 (centres undefined)
  11	1	7	-1	-1	1	-0.1	2	-0.6
- COc1cc(OC)c(OC)cc1/C=N/N(C)c1ccccc1
  -22	3	-2	1	3	0	0.1	6	3.4
- COCCN(C(=S)Nc1c(C)cc(C)cc1C)C(C)c1cccs1 (centres undefined)
  4	-2	-8	-1	-4	-2	0.0	-11	0.5
- CC1(C)Cc2nc3sc4c(N5CCCC5)nnnc4c3cc2CO1
  -3	-5	3	0	-5	-2	0.0	-5	2.4
- Cc1cc(C(=O)N/N=C/c2cccc3ccccc23)c(C)o1
  -10	5	-14	1	0	3	-0.2	3	3.9
- Cc1ccc(Cn2c(=O)sc3ccccc3c2=O)cc1
  0	7	8	-1	-2	6	-0.1	10	3.5
- Cc1nc2ccc3nc(NC(=O)C4COc5ccccc5O4)sc3c2s1 (centres undefined)
  -1	13	-3	-2	0	-1	0.1	-8	-0.1
- CCOC(=O)c1cccc(NC(=O)CN(C)S(=O)(=O)c2cnc[nH]2)c1
  -1	-1	14	-2	-2	1	-0.1	2	-1.9
- C[C@@H](NCCc1ccc(O)cc1)[C@@H](O)c1ccc(O)cc1
  -3	-3	10	-3	2	1	0.1	-1	1.9
- NC(=O)CC(NC(=O)c1ccccc1)c1ccc(NC2CCCCCCC2)c([N+](=O)[O-])c1 (centres undefined)
  21	-3	-5	-1	3	-3	0.0	0	3.9
- O=c1c2ccccc2c(-c2ccccc2)nn1-c1cc(Cl)cc(Cl)c1
  3	13	4	-1	-1	-1	-0.1	-8	-2.4
- CCc1noc(C)c1C(=O)Nc1cc(Cl)ccc1N1CCOCC1
  0	15	7	-6	-2	-2	0.0	5	-1.3
- COc1ccc(S(=O)(=O)N(CC(=O)N2CCOCC2)Cc2ccccc2)cc1
  -14	-19	-7	-1	-3	-1	-0.1	17	1.6
- Cc1ccc2nc(-c3ccccc3)cc(C(=O)N(C)CC(=O)Nc3ccccc3Br)c2c1
  11	-9	-3	1	3	3	0.1	0	3.9
- O=C(c1cccc(N2C(=O)C3CC=CCC3C2=O)c1)N1CCCCCC1 (centres undefined)
  3	10	6	-2	3	4	-0.1	1	-0.8
- CCC(Oc1ccc(C)c(C)c1)C(=O)O (centres undefined)
  1	-1	5	-6	-2	-2	-0.1	-5	-0.3
- COC(=O)Cc1ccc(NC(=S)N2CCC(Cc3ccccc3)CC2)cc1
  19	10	3	-1	0	-5	0.0	0	2.3
- CCOC(=O)c1c(-c2ccc(C)cc2)csc1/N=C/N(C)C
  -1	-22	1	-2	2	2	0.3	0	0.9
- CCc1cccc(CC)c1NC(=O)COC(=O)Cc1ccsc1
  -5	-19	-4	1	-1	-7	0.2	3	2.1

PP5 inh, entries above that show a hit.
| structure | core dimer inh | EBNA-1 inhibitor | TPT1 inh | Efflux pump mplx | PREPL inh | PP5 inh |
| --- | --- | --- | --- | --- | --- | --- |
| CCOC(=O)CN1CCc2c(C)nc3c(-c4ccc(OC)c(OC)c4)cnn3c21 | -22 | -10 | -1 | 0.0 | 10 | 12* |
